High-throughput results as filed in PubChem BioAssay.
FBW7 activator: FBW7 E3 ligase activators, primary screen, biochemical, AlphaScreen, human | normalized activity (activation), % at 26.1 µM | F-box/WD repeat-containing protein 7 (Homo sapiens), Q969H0 | AlphaScreen FBW7–phospho-cyclin E peptide binding, activator screen | hit rate 0.13% among 650,000; in the data active = normalized activity above about 1.9%;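 also: purified mutant Fbw7 with reduced substrate affinity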
Target sequence (Q969H0 whole entry, looked up): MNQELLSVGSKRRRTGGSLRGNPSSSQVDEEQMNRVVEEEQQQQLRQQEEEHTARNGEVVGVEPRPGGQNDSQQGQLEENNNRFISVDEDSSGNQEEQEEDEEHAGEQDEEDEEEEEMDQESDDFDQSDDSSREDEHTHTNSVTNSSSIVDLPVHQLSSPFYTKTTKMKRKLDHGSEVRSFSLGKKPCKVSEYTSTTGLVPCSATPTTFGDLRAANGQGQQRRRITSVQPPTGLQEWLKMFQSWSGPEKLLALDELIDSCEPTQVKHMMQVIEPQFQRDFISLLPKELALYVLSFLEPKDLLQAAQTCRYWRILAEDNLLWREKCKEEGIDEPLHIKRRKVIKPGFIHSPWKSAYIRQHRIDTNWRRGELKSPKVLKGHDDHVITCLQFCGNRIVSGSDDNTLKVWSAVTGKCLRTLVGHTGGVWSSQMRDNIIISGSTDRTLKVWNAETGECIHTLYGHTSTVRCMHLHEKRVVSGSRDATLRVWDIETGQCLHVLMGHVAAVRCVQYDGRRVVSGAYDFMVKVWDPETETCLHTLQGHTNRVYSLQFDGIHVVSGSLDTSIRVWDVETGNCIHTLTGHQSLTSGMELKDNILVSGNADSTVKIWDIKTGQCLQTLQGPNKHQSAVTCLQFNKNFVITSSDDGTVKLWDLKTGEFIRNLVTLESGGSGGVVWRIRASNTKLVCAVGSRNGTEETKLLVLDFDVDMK
TEAD-YAP inh: TEAD-YAP interaction inhibition, primary screen, TEAD-YAP interaction inhibitor project, luminescence, HEK-TIYL cells. TEAD-Gal4/YAP UAS-luciferase luminescence. AID 1259422, 2018. inhibition, % at 9.12 µM. hit rate 1.4% among 640,000; in the data active = inhibition above about 32%;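 also: 0% = median of test compound wells and 100% = reference inhibitor wells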
GPR151 activ: activators of human GPR151, primary screen, cell-based, PathHunter beta-arrestin, luminescence. G-protein coupled receptor 151 (Homo sapiens), Q8TDV0. PathHunter beta-arrestin GPR151 cells. activation, % at 11.2 µM. hit rate 1% among 650,000; in the data active = activation above about 4.9%;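 also: 0% = median of compound wells and 100% = cells with positive control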
Target sequence (Q8TDV0 whole entry, looked up): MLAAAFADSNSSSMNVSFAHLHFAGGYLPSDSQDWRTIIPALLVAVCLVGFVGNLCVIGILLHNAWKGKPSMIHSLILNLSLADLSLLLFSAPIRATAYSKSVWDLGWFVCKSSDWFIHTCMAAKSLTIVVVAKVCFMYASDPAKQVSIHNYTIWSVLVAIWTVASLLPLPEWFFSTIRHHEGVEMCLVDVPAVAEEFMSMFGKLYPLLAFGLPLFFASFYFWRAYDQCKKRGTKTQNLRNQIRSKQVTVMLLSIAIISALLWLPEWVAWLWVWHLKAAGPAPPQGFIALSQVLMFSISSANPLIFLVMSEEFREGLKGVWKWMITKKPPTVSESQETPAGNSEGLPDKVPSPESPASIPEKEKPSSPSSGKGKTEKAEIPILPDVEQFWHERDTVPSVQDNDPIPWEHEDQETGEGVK
MITF primary: MITF inhibitors, primary screen, biochemical, AlphaScreen, human; Microphthalmia-associated transcription factor (Homo sapiens), O75030; AlphaScreen MITF homodimerization, bead proximity signal; inhibition, % at 2.6 µM; hit rate 0.91% among 650,000; AID 1259374, 2018; in the data active = inhibition above about 50%;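 also: 0% = vehicle wells with protein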
Starred values were filed as active, the others as inactive; & = joins results of further samples. Not a hit list. About 3.5% of those tested had a hit in this group.

SMILES	FBW7 activator	TEAD-YAP inh	GPR151 activ	MITF primary
COc1ccc(Cl)cc1NC(=O)c1cc(C)no1	1.3	0	0.2	21
CC12CCC(C(=O)Nc3ccccc3)(CC1=O)C2(C)C (stereo not drawn)	-0.1	0	-1.7	-5
CCCC/C(O)=C1\C(=O)CCCC1=NCCc1c(C)[nH]c2ccc(OC)cc12	-0.1	9	0.0	-7
CC(C)N(CCNc1nc(NCCN2CCOCC2)nc2c1ncn2CCN1CCCC1=O)C(C)C	-0.1	8	0.4	7
O=C(Nc1cccc(Br)c1)C1(c2ccccc2)CCOCC1	0.0	1	1.0	-4
CCOC(=O)C1CCCN(c2c(NCCC(C)C)c(=O)c2=O)C1 (stereo not drawn)	0.5	5	0.0	9
COc1ccc(S(=O)(=O)Nc2ccc(I)cc2)cc1	0.7	4	-0.1	12
CCOc1ccc(CN(CCc2ccc3c(c2)OCO3)Cc2cc(OC)c(OC)cc2OC)cc1	-0.2	-2	-0.1	45
COCC(=O)Nc1sc2c(c1C(N)=O)CCCC2	-0.1	-4	0.9	4
COc1cc(/C=C2\NC(=O)N(Cc3ccc(Cl)cc3)C2=O)cc(Cl)c1O	-0.3	4	3.0	4
COc1ccc(S(=O)(=O)N(CC(=O)N2CCCCCC2)c2cc(C)cc(C)c2)cc1OC	-0.3	-3	-0.6	10
Cc1ccccc1CC(C1CCN(C(=O)[C@@H]2CSC(=O)N2)CC1)N(C)C(=O)C1CCC1 (stereo partly drawn)	0.1	-10	-0.4	17
CCC(C(=O)NC1CCCCCC1)n1c2ccccc2c2nc(=O)cc(C)n21 (stereo not drawn)	0.5	10	-0.2	5
CC(=O)Nc1ccccc1OCC(=O)Nc1ccccc1-c1ccccc1	0.1	7	1.2	4
CCSC1=C(C#N)C(c2ccccc2Cl)C(C(=O)Nc2ccccc2C)=C(C)N1 (stereo not drawn)	0.1	-4	0.2	5
Cc1ccc(S(=O)(=O)NCc2csc(C)n2)c(C)c1	0.0	0	1.2	-2
O=C(c1ccc(Cl)cc1Cl)N1CCN(c2cccc(Cl)c2)CC1	0.5	-2	-2.2	-4
CN(c1ccccc1)S(=O)(=O)c1ccc(C(=O)Nc2cccc(-c3nc4ccccc4s3)c2)cc1	0.1	-2	-0.6	-19
CCc1ccccc1NS(=O)(=O)c1ccccc1S(=O)(=O)Nc1ccccc1CC	-0.1	-3	-0.9	0
O=C(CSc1ccc2nnc(-c3ccncc3)n2n1)Nc1ccc(Cl)cc1	-0.1	3	0.5	4
Cc1cccc(NC(=O)Cc2noc(CCC(=O)O)n2)c1C	-0.2	-5	0.6	47
C[C@H](c1ccccc1)n1c(=O)[nH]c2ncc(-c3ccc(O)cc3)nc21	-0.2	12	1.7	5
CC(=O)Nc1ccc(NC(=O)C2CCN(c3ccc(Nc4ccnn4C)nn3)CC2)cc1	0.2	-5	-2.7	0
CC(Sc1n[nH]c(=O)[nH]c1=O)C(=O)OCc1ccccc1 (stereo not drawn)	0.0	6	0.7	13
Cc1cnc(Nc2ccc(C(F)(F)F)cc2)nc1Nc1ccc2c(c1)OCO2	0.0	-9	1.3	18
CN1CCN(CC2C(=O)NC(=O)NC2=O)CC1	0.3	11	-1.2	21
C/C(=N\Nc1cccc(C(F)(F)F)c1)C1CC1	3.4*	-8	0.9	40
CCOC(=O)c1sc(=NC(=O)c2cccc(Oc3ccccc3)c2)n(C)c1C	0.0	6	1.9	0
N#Cc1cn(CC(=O)NC2CC2)c2ccccc12	0.2	9	0.3	0
Cc1ccc([N+](=O)[O-])cc1Nc1nc(N2CCOCC2)nc(N2CCOCC2)n1	0.0	-3	0.5	6
CCC(Sc1ccc2nnc(-c3ccc(OC)c(OC)c3)n2n1)C(=O)OC (stereo not drawn)	-0.2	-21	0.1	-4
O=C(NCc1ccccc1F)C1CCCN(C(=O)N2CCOc3ccccc32)C1 (stereo not drawn)	-0.3	1	0.6	-1
COc1ccc(NC(=O)C2CCC(CNS(=O)(=O)c3cccs3)CC2)cc1OC (stereo not drawn)	0.1	0	1.9	6
COc1ccc(NC(=O)/C(=C/c2cccc([N+](=O)[O-])c2)NC(=O)c2cc(Br)ccc2OC)cc1OC	0.0	5	-0.3	-1
O=C1CCC(=O)N1CNc1ccc2c(c1)oc1ccccc12	0.7	-43	-1.3	11
O=C(c1cccc(OC2CCN(C3Cc4ccccc4C3)CC2)c1)N1CCCC1	0.2	-5	-0.7	13
COc1ccc(CC(=O)NNC(=O)c2ccc(SCC3CCCO3)c([N+](=O)[O-])c2)cc1 (stereo not drawn)	0.1	1	0.5	1
COc1ccc(-n2nnnc2-c2cccc(OC)c2)cc1	0.1	58*	2.6	10
COc1ccc(C(=O)Nc2ccc(NC(=O)c3cc4ccccc4o3)c(OC)c2)cc1Br	0.8	-5	-1.6	7
CCCC1(C2CCN(C(=O)[C@@H]3CSC(=O)N3)CC2)NC(=O)N(Cc2ccco2)C1=O (stereo partly drawn)	0.0	-15	-1.2	-11
COc1cc(C2/C(=C(/O)c3ccccc3)C(=O)C(=O)N2CCC(=O)O)ccc1O (stereo not drawn)	-0.2	-1	-0.5	-11
CC(C)OCCCNC(=O)CCc1nnc(CCc2ccccc2)o1	-0.1	-3	-0.2	-13
Cc1nnc(SC(C)C(=O)Nc2c(C)n(C)n(-c3ccccc3)c2=O)n1N (stereo not drawn)	-0.1	-5	-1.1	0
CC(C)n1cnc2c(NC3CCN(Cc4ccccc4)CC3)nc(-c3ccc(N4CCOCC4)nc3)nc21	-0.3	36*	-0.6	1
COc1cc2nc(-c3cc([N+](=O)[O-])ccc3Cl)oc(=O)c2cc1OC	-0.1	5	1.8	2
C=CCN(CC=C)Cc1c(C(=O)N2CCCCC2)nc2c(C)cccn12	-0.1	14	-1.5	-5
COc1ccc(C)cc1NC(=O)CCNS(=O)(=O)c1ccc2c(c1)CCC(=O)N2	0.1	13	-0.2	15
CCc1nnc(NC(=O)CSc2cc(C)[nH]c(=O)n2)s1	-0.2	0	0.6	2

13 compounds out of the list, ordered by molar mass, rising:
SMILES	FBW7 activator	TEAD-YAP inh	GPR151 activ	MITF primary
COc1ccc(-n2nnnc2-c2cccc(OC)c2)cc1	0.1	58*	2.6	10
CCc1nnc(NC(=O)CSc2cc(C)[nH]c(=O)n2)s1	-0.2	0	0.6	2
CC(C)OCCCNC(=O)CCc1nnc(CCc2ccccc2)o1	-0.1	-3	-0.2	-13
C=CCN(CC=C)Cc1c(C(=O)N2CCCCC2)nc2c(C)cccn12	-0.1	14	-1.5	-5
COc1cc2nc(-c3cc([N+](=O)[O-])ccc3Cl)oc(=O)c2cc1OC	-0.1	5	1.8	2
Cc1nnc(SC(C)C(=O)Nc2c(C)n(C)n(-c3ccccc3)c2=O)n1N (stereo not drawn)	-0.1	-5	-1.1	0
O=C(c1cccc(OC2CCN(C3Cc4ccccc4C3)CC2)c1)N1CCCC1	0.2	-5	-0.7	13
COc1ccc(C)cc1NC(=O)CCNS(=O)(=O)c1ccc2c(c1)CCC(=O)N2	0.1	13	-0.2	15
CCCC1(C2CCN(C(=O)[C@@H]3CSC(=O)N3)CC2)NC(=O)N(Cc2ccco2)C1=O (stereo partly drawn)	0.0	-15	-1.2	-11
COc1ccc(NC(=O)C2CCC(CNS(=O)(=O)c3cccs3)CC2)cc1OC (stereo not drawn)	0.1	0	1.9	6
COc1ccc(CC(=O)NNC(=O)c2ccc(SCC3CCCO3)c([N+](=O)[O-])c2)cc1 (stereo not drawn)	0.1	1	0.5	1
COc1ccc(C(=O)Nc2ccc(NC(=O)c3cc4ccccc4o3)c(OC)c2)cc1Br	0.8	-5	-1.6	7
COc1ccc(NC(=O)/C(=C/c2cccc([N+](=O)[O-])c2)NC(=O)c2cc(Br)ccc2OC)cc1OC	0.0	5	-0.3	-1

Carrying on:
SMILES	FBW7 activator	TEAD-YAP inh	GPR151 activ	MITF primary
CCOc1ccc(C(=O)Nc2cc3nn(-c4ccc(Cl)cc4)nc3cc2C)cc1	0.0	-1	-0.9	-3
Cc1ccc(O)c(NC(=O)c2cc3n(n2)C(C(F)(F)F)CC(c2ccc(F)cc2)N3)c1 (stereo not drawn)	0.1	-27	0.2	34
COc1ccc2c(c1)CC(C(=O)Nc1ccc(-c3cn[nH]c3C)cc1OCCO)CO2 (stereo not drawn)	0.9	55*	-0.9	20
CCC(=O)NC(=S)Nc1ccc(C(C)=O)cc1	0.0	-44	0.0	5
COc1ccc(-c2ccc(NC(=O)c3cccc(Cl)c3)cc2)nn1	0.1	-55	-1.1	5
O=[n+]1c2c(n([O-])c3c1CCCC3)CCCC2	-0.2	-12	0.3	-2
COC(=O)c1ccc(Oc2nc(N(C)C)nc(N3CCOCC3)n2)cc1	-0.2	-13	-0.8	-7
Cc1cc(=O)[nH]c(N/N=C/c2cc(Br)cs2)n1	-0.2	-28	-0.1	15
Cc1ccc(NC(=O)CSc2n[nH]c(-c3ccccc3O)n2)cc1	-0.1	5	-2.0	-5
FC(F)(F)c1cccc(CNc2ncnc3nc(N4CCc5ccccc5C4)[nH]c23)c1	0.5	-9	-0.8	5
Cc1cc(C)c(NC(=O)c2cc(S(=O)(=O)N3CCCCCC3)ccc2F)c(C)c1	0.0	-11	0.2	-4
CCOc1ccc(S(=O)(=O)Nc2ccc(-c3cn4nc(OC)ccc4n3)cc2)cc1	-0.1	-32	-0.4	-17
COc1ccc(C=O)cc1CN1CCCC1	0.1	6	0.0	7
CCOC(=O)C1=C(C)N=c2s/c(=C\c3ccc(-c4ccc(C(=O)O)cc4)o3)c(=O)n2C1c1ccc(OC)cc1 (stereo not drawn)	0.2	-4	1.3	7
CC1(c2ccccc2)CC(C)(C)N(C(=O)COc2ccccc2[N+](=O)[O-])c2ccccc21 (stereo not drawn)	0.2	-1	-0.5	1
CCC1CN(CCC(=O)N2CCN(CCOC)CC2)Cc2ccc(Cl)cc2O1 (stereo not drawn)	0.0	5	-0.1	9
Cc1ccc2cc(C)c(N3CCC(C)CC3)nc2c1	0.0	-4	0.4	-8
COc1ccc(Cn2c(=S)[nH]c3cc(C(=O)Nc4cc(OC)ccc4OC)ccc3c2=O)cc1	0.0	5	1.1	-1
Cc1c(C(=O)NC2CCCCCC2)sc2ncnc(N3CCc4ccccc4C3)c12	0.3	-6	4.6	-2
Cc1ccc(Nc2nnc(-c3ccc(C(=O)NCCO)cc3)c3ccccc23)cc1	0.0	7	1.2	-5
CSc1cccc(NS(=O)(=O)c2ccc3c(c2)oc(=O)n3C)c1	-0.1	11	0.5	-4
CC1CCN(c2nc3c(c(=O)[nH]2)CN(Cc2cc(F)ccc2F)CC3)CC1	0.3	2	-1.0	-2
O=C1OC(/C=C/c2ccccc2)=NC/1=C/c1ccccc1F	0.0	6	0.5	5
COc1ccc(CCNC(=O)CCn2c(SCC(=O)Nc3cccc(C(F)(F)F)c3)nc3ccccc3c2=O)cc1OC	0.2	4	1.0	56*
Cc1c(C(=O)N2CCN(c3ccc(-c4ccccn4)nn3)CC2)cnn1-c1ccccc1	-1.3	-4	1.0	75*
CCCCOc1ccccc1/C=N/N=C1\NC(=O)C(CC(=O)O)S1 (stereo not drawn)	-0.1	1	-1.4	-6
NC(=O)c1cc[n+](CC2=C(C(=O)O)N3C(=O)[C@@H](NC(=O)[C@@H](c4ccccc4)S(=O)(=O)O)[C@H]3SC2)cc1	-0.1&0.0	8	0.3&1.1	33&23
Nc1nonc1C(=O)OCC(=O)c1ccc(Br)cc1	-0.1	-3	-1.2	2
CN(C)/C=C/C=C1C(=O)OC(C)(C)OC1=O	0.8	-9	-1.3	7
O=C(Nc1ccc(I)cc1)Nc1cccc2ccccc12	-0.2	-13	-1.2	0
O=C(COc1cccc2ccccc12)NNC(=O)c1ccc(Cl)c(Cl)c1	0.8	6	-1.4	13
CC1CCCCN1C(=O)C1CCCN(S(=O)(=O)c2ccc([N+](=O)[O-])cc2)C1 (stereo not drawn)	-0.2	15	-1.0	3
CCN(CC)c1ccc(/C=C(\C#N)C(=O)NCc2ccco2)cc1	0.4	-14	1.3	10
COc1cccc2sc(=NC(=O)c3ccco3)n(C)c12	0.1	-47	-0.9	-4
CC(C)n1nnnc1SCC(=O)NCc1ccc2c(c1)OCO2	0.0	6	0.3	8
CCC(CC)NC(=O)/C=C/c1cccc([N+](=O)[O-])c1	0.0	-2	1.4	-2
CCNc1nc(NCCOc2ccccc2)c2ncn(C3CCCCC3)c2n1	-0.2	-14	3.3	54*
Cc1ccc(NC(=O)C2CC(Cl)=CCC2C(=O)O)c(Br)c1 (stereo not drawn)	0.3	6	0.3	2
COc1ccc(OCc2ccccc2)c(C=O)c1	0.1	-22	0.0	3
Cc1ccc(-c2nc(-c3ccncc3)no2)c(Cl)c1	0.1	-17	1.1	4
NC(=O)CSc1nc2sc3c(c2c(=O)n1Cc1ccccc1)CCCC3	-0.2	-2	0.8	6
O=C(c1ccc(Cn2c(SCc3ccc([N+](=O)[O-])cc3)nc3cc4c(cc3c2=O)OCO4)cc1)N1CCN(c2ccccc2)CC1	-0.1	-1	0.2	-11
CCc1ccc(OCC(=O)NCc2ccco2)cc1	0.1	-14	-0.2	-2
O=c1c(-[n+]2ccccc2)cc2[nH]c3ccccc3c2n1-c1ccccc1	-0.2	-6	2.0	2
Cc1ccc(C(C)NC(=O)c2ccc3c(c2)OCO3)cc1C (stereo not drawn)	1.1	-2	-0.4	14
Cc1ccc(S(=O)(=O)NCCOc2ccc(Cl)cc2)cc1[N+](=O)[O-]	0.8	4	0.1	3
